Source: PubChem (The Scripps Research Institute Molecular Screening Center)
CHRM4 agonist = CHRM4 agonism in calcium assay | P08173 | CHO-K1 hM4/Gqi5, Fluo-8 calcium fluorescence; vehicle 0%, full acetylcholine response 100% | activation, % at 3 µM | actives 0.14% (n = 360,000) | AID 624127;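 active = activation above the run mean over all test wells plus 3 SD, cut at about 32% in these data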;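 note: peak over basal fluorescence ratio per well then scaled between controls; 0% = DMSO wells and 100% = acetylcholine at EC100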
CHRM1 PAM = potentiates human M1 receptor response to acetylcholine. CHO-K1 hM1, Fluo-8 calcium fluorescence, ACh EC20; 0% = ACh EC20, 100% = maximal ACh. activation, % at 3 µM. actives 0.088% (n = 360,000); in the data active = activation above about 19%, passing the limit was not always enough
Target sequence (P11229 whole entry, looked up): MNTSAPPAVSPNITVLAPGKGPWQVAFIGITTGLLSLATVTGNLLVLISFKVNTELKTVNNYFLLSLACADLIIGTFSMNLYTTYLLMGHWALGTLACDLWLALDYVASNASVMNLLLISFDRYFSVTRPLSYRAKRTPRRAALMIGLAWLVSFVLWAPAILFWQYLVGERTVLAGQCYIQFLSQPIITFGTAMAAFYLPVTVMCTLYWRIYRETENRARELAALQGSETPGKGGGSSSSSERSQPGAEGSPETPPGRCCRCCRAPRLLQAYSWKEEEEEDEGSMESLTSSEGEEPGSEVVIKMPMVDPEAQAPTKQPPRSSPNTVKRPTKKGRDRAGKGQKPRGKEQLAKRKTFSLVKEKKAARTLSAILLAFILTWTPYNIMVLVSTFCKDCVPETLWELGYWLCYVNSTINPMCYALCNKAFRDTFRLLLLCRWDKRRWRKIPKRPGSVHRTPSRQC
M1 antag = antagonists of human M1 muscarinic receptor; inhibition, % at 3 µM; P11229; actives 1.3% (n = 360,000); CHO-K1 hM1, Fluo-8 calcium fluorescence, ACh EC80 antagonist;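 active = percent inhibition above its own plate's cutoff, namely the mean of that plate's compound wells plus 3 SD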;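 note: peak over basal fluorescence ratio during 140 s after agonist addition; 0% = ACh EC80 plus DMSO and 100% = DMSO alone without agonist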
M4 antag = antagonists of human muscarinic M4 receptor (CHRM4); actives 0.73% (n = 360,000); AID 624125; P08173; CHO-hM4 cells, ACh EC80, Fluo-8 calcium fluorescence; inhibition, % at 3 µM;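 active = inhibition above its plate's cutoff, the mean inhibition of sample wells plus 3 SD, cut at about 27% in these data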;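 note: 0% = acetylcholine EC80 with DMSO and 100% = DMSO without agonist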
M5 ag = CHRM5 agonism in calcium assay | actives 0.19% (n = 360,000) | AID 624037 | CHO-K1 hM5 cells, Fluo-8 calcium fluorescence; 0% DMSO wells, 100% maximal acetylcholine response | activation, % at 3 µM;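 active = activation above the run's mean over test compounds plus 3 SD, cut at about 23% in these data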;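 note: signal is peak over basal fluorescence ratio across the kinetic read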
Target sequence (P08912 whole entry, looked up): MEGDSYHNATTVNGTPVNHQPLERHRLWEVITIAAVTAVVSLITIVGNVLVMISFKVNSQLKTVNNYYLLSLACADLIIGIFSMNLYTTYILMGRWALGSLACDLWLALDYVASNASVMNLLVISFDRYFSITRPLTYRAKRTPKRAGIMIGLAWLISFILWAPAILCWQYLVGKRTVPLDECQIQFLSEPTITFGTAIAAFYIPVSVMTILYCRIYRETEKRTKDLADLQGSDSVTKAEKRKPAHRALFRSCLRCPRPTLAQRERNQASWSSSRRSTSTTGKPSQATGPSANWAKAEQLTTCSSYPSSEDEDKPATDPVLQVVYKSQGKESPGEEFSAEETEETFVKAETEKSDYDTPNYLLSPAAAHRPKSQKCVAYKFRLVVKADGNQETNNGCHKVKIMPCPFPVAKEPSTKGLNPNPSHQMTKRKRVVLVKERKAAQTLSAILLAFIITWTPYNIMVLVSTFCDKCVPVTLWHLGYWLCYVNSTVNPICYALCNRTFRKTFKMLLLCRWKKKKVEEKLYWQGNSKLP
CHRM5 antagonist = antagonists of human muscarinic M5 receptor (CHRM5); actives 0.59% (n = 360,000); CHO-hM5 cells, Fluo-8 calcium fluorescence, ACh EC80; P08912; inhibition, % at 3 µM;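 active = inhibition above a per-plate cutoff, the mean of that plate's test compounds plus 3 SD, cut at about 27% in these data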;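 note: 0% = acetylcholine EC80 with DMSO and 100% = DMSO without agonist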
CHRM5 PAM = potentiates acetylcholine response at human M5 receptor | CHO-K1 hM5, Fluo-8 calcium, ACh EC20 PAM; 0% = ACh EC20, 100% = ACh EC100 | activation, % at 3 µM | P08912 | actives 0.3% (n = 360,000);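 active = activation above the run cutoff, the mean activation of all test compounds plus 3 SD, cut at about 18% in these data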
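system = human M5 receptor in CHO-K1 cells | reagent = EC20 acetylcholine as agonist stimulus | compound dosing = single-point, 3 µM nominal | incubation = Fluo-8 loading 80 min at 37 °C plus 30 min room temperature | detection = Fluo-8 calcium dye fluorescence, kinetic read | benchmarks = low control EC20 acetylcholine (0%), high control EC100 acetylcholine (100%)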
CHRM1 agonist = human M1 muscarinic receptor agonism; CHO-K1 hM1, Fluo-8 calcium fluorescence, agonist mode; 0% DMSO, 100% acetylcholine EC100; activation, % at 3 µM; actives 0.33% (n = 360,000); AID 588814; P11229;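 active = activation above the run's mean compound activation plus 3 SD, cut at about 16% in these data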;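 note: peak over basal fluorescence ratio within a 140 s kinetic read after compound addition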
TAAR1 agonist = agonists of human TAAR1 | Q96RJ0 | CHO RD-HGA16 TAAR1, Fluo-8 calcium fluorescence; vehicle wells 0%, saturating PEA agonist 100% | activation, % at 3 µM | actives 0.99% (n = 360,000);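 active = activation above the mean activation of all test compounds in the run plus 3 SD, cut at about 38% in these data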
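System: CHO-derived RD-HGA16 cells with stable Gα16 and human TAAR1 / Times: 17-24 h plating, Fluo-8 75 min 37 °C, 30 min RT / Technique: calcium-sensitive Fluo-8 signal, excitation 470-495, emission 515-575 nm / Measure: % activation relative to PEA EC100 response / Benchmarks: DMSO and PEA EC100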
* marks the source's active call; other numbers are inactive results. These rows are one share of the data, so the mix of outcomes need not match the whole.

SMILES	CHRM4 agonist	CHRM1 PAM	M1 antag	M4 antag	M5 ag	CHRM5 antagonist	CHRM5 PAM	CHRM1 agonist	TAAR1 agonist
O=C(CSc1ccc(Cl)cc1)Nc1ccccc1N1CCN(C(=O)c2ccc(Cl)cc2)CC1	1	1	1	11	-1	7	-4	0	11
Cc1cc(C)n(CCNC(=O)C2CCC(=O)N(CC3CCCCC3)C2)n1 (stereo unspecified)	0	-8	20	8	-4	7	-4	0	0
O=C(CSc1nnc(CNC(=O)c2ccc(F)cc2)o1)NCc1ccc2c(c1)OCO2	2	2	-1	-6	0	0	-7	-2	0
CC12CC3CC(C)(C1)CC(NCc1ccncc1)(C3)C2	0	0	-2	-1	-5	6	-3	-8	1
O=C1/C(=C/c2cccs2)SC(=S)N1NS(=O)(=O)c1ccccc1	0	8	-10	1	-5	14	-6	-6	-2
CCOC(=O)c1ccc(NC(=O)CSc2nnc(Cc3cccs3)n2C)cc1	2	4	-13	2	-3	2	-8	-5	3
O=C(NC(=S)Nc1ccccc1N1CCCC1)c1ccc(F)cc1	1	5	-8	2	-3	-1	2	-10	6
COCCNC(=O)CSc1nc2cc3c(cc2c(=O)n1Cc1ccco1)OCO3	5	8	-6	3	1	3	-3	-4	6
c1ccc(-c2nnc(C3CC(c4ccncc4)=NO3)o2)cc1 (stereo unspecified)	2	0	3	8	1	17	-1	-3	3
CCNC(=O)C1(C)CCCN1Cc1ccccc1Cl (stereo unspecified)	-1	7	-8	-10	0	-2	3	-3	-1
CC(C)(C)c1ccc(C(=O)N/N=C/c2ccc(OCCCF)cc2)cc1	2	2	4	2	-4	-1	11	-7	13
Cc1c(-n2c(O)c(C3=c4ccccc4=NC3=O)sc2=S)c(=O)n(-c2ccccc2)n1C	2	11	-14	-9	-2	6	11	-4	0
CN1C/C(=C/c2ccccc2[N+](=O)[O-])C(=O)/C(=C\c2ccccc2[N+](=O)[O-])C1	2	2	-13	-11	-5	-4	-1	-8	3
Cc1ccc(NCC(=O)N/N=C/c2cccc(Br)c2)cc1	1	0	0	0	-4	12	-4	-6	5
O=C(O)C1CCN(S(=O)(=O)c2ccc(N3CCCC3C(=O)O)c([N+](=O)[O-])c2)CC1 (stereo unspecified)	0	8	-6	-12	-3	-12	9	-3	3
Cc1ccc(N2C(=O)CC(NNc3nc4ccccc4s3)C2=O)cc1C (stereo unspecified)	6	4	-4	1	1	5	-1	-5	9
Cc1ccc(CN=c2c([N+](=O)[O-])nn(-c3ccc(Cl)cc3)n2O)cc1	-1	3	-6	-4	-5	0	-1	-6	2
O=C1CCCCCC1C1(O)C(=O)Nc2ccccc21 (stereo unspecified)	1	3	-6	0	-1	2	2	-2	0
CON/C=C(\C=Nc1ccc(C(F)(F)F)cc1)c1ncc(C(F)(F)F)cc1Cl	1	11	-3	5	-2	-6	1	-4	0
CCN(CC)S(=O)(=O)c1ccc(C(O)=C(C#N)c2nc3ccccc3n2C)cc1	7	-5	-5	-3	3	3	4	-2	16
CCCOc1ccc(F)cc1-c1cc(C(=O)NCc2cc(OC)cc(OC)c2)[nH]n1	9	-9	-2	-6	-2	3	-9	-7	0
O=C(O)Cc1ccc(NC(=S)NCc2ccco2)cc1	1	13	-9	-1	-1	-4	6	-5	6
CC(C)(C)NC(=O)C(c1ccco1)N(C(=O)c1csnn1)c1ccccc1 (stereo unspecified)	1	6	-2	5	-1	-1	-2	-4	13
COc1cc(C(=O)NCC(=O)Nc2c(C)cccc2C)ccc1OCc1ccccc1	2	16	-14	-9	2	0	1	-2	11
Cc1nnc(NC(=O)CSc2nnc(C)n2-c2ccc(F)cc2)s1	1	11	-15	-2	-2	5	8	-3	5

The final 4 records of the part above come first, to join the parts:
SMILES	CHRM4 agonist	CHRM1 PAM	M1 antag	M4 antag	M5 ag	CHRM5 antagonist	CHRM5 PAM	CHRM1 agonist	TAAR1 agonist
O=C(O)Cc1ccc(NC(=S)NCc2ccco2)cc1	1	13	-9	-1	-1	-4	6	-5	6
CC(C)(C)NC(=O)C(c1ccco1)N(C(=O)c1csnn1)c1ccccc1 (stereo unspecified)	1	6	-2	5	-1	-1	-2	-4	13
COc1cc(C(=O)NCC(=O)Nc2c(C)cccc2C)ccc1OCc1ccccc1	2	16	-14	-9	2	0	1	-2	11
Cc1nnc(NC(=O)CSc2nnc(C)n2-c2ccc(F)cc2)s1	1	11	-15	-2	-2	5	8	-3	5
CC(=O)Nc1ccccc1NC(=O)c1cc(C)cc(C)c1	1	8	0	1	-1	-8	-1	-11	10
COc1ccccc1C(=O)Nc1c2c(nn1-c1ccc(Cl)cc1)CS(=O)(=O)C2	1	6	-11	-13	-4	5	-1	-2	0
COc1ccc(-c2ccc3c(N)c(C(=O)NC(C)C)sc3n2)cc1OC	8	4	-16	3	-4	10	0	-5	5
N#Cc1c(-c2cccs2)cc(-c2cccnc2)nc1N	8	6	-6	8	-1	-7	5	-1	9
C=CCn1c2ccccc2c2nnc(SC(CC)C(=O)Nc3nc(C)c(C(=O)OCC)s3)nc21 (stereo unspecified)	1	2	5	-1	-1	-5	3	-3	14
CC(=O)NC1=NN(C(C)=O)C(c2ccccn2)S1 (stereo unspecified)	0	14	-16	4	2	4	3	-1	3
COc1cccc(/C=C/C(=O)OCC(=O)NCC2CCCO2)c1 (stereo unspecified)	1	-5	6	-2	1	5	-2	-4	-2
CC1(C)CC(NC(=O)C(=O)NCCc2ccccc2)CC(C)(C)N1	1	3	-8	-1	1	3	9	-3	3
CCCCNC(=O)CC1N=C2c3ccccc3N=C(SCC(=O)Nc3cccc(C)c3)N2C1=O (stereo unspecified)	1	4	-11	-1	-4	-3	-2	-3	7
Cc1cccn2cc(-c3cccc(S(=O)(=O)N4CCOCC4)c3)nc12	2	10	-13	2	-5	26	-10	-6	-1
CN1C(=O)C(C(=O)Nc2ccccc2F)c2ccccc21 (stereo unspecified)	0	0	5	3	-2	1	0	-4	0
O=S(=O)(Nc1nc2cc3c(cc2nc1Cl)OCCO3)c1ccccc1	0	7	-5	-2	-1	-4	-4	-4	0
CCCCNC(=S)NNC(=O)C12CC3CC(CC(C3)C1)C2	1	3	-4	11	-3	9	2	-1	4
CC(CCc1ccccc1)N(C)CC(O)c1cccc([N+](=O)[O-])c1 (stereo unspecified)	2	-15	28	-6	-16	4	-18	-5	6
O=C(NC(=S)Nc1ccc(C(=O)N2CCOCC2)cc1)c1ccc([N+](=O)[O-])cc1	0	2	2	1	1	6	0	-3	3
CC(C)C(C)NC(=O)CN1C(=O)NC2(CCCCCC2)C1=O (stereo unspecified)	2	9	-14	-1	-3	-8	4	-3	4
O=C(COC(=O)c1ccc(S(=O)(=O)C(F)F)cc1)Nc1ccccc1C(=O)NC1CC1	3	5	-7	3	2	5	2	0	18
COc1ccccc1NC(=O)c1ccc(S(=O)(=O)N2CCCC(C)C2)cc1 (stereo unspecified)	4	5	-3	-10	-5	3	-3	-6	-1
Cc1ccc2c(c1)c(C)cc(=O)n2CCC(=O)O	0	0	6	-9	5	-12	6	-2	4
CCNC(=O)CSc1nnc(CN2CCCCCC2=O)n1-c1ccccn1	0	12	-4	3	-5	0	-4	-7	5
COc1ccc(-c2c(-c3cc(OC)cc(OC)c3)n(C)c3ccc(-c4cc(F)cc(OC)c4)cc23)cc1	1	2	11	-5	-1	14	1	-2	13
CCCCc1nn(-c2cc(Cl)ccc2OC)c2c1C(=O)CC(C)(C)C2	-2	-9	-1	-25	-6	-7	-7	-11	2
CC(=O)N[C@@H](CC(=O)N[C@H](CCC(=O)O)C(=O)O)C(=O)O	16	-2	-16	6	4	8	-9	-1	0
COc1ccc(N(CN2C(=O)C3CC=CCC3C2=O)C(=O)c2ccco2)cc1 (stereo unspecified)	0	1	2	2	1	0	-1	-4	1
Cc1ccc(NC(=O)c2ccoc2C)cc1C	1	4	-2	-5	-2	-4	4	-7	1
New compounds follow.
SMILES	CHRM4 agonist	CHRM1 PAM	M1 antag	M4 antag	M5 ag	CHRM5 antagonist	CHRM5 PAM	CHRM1 agonist	TAAR1 agonist
COc1ccc(NS(=O)(=O)Cc2ccccc2Cl)cn1	2	3	-7	-15	-3	-3	-1	-3	4
CC(NC(=O)c1cc(COc2cccc(C(F)(F)F)c2)on1)c1nccs1 (stereo unspecified)	4	0	-17	-4	-6	6	-1	-3	2
Cc1ccc(NC(=O)c2ccccc2NC(=O)CCC(=O)O)cc1	1	3	-2	-7	-3	-15	5	-5	1
CCCN(CCC)S(=O)(=O)c1cc2c(cc1Br)CCN2C(=O)CC	2	2	-4	-5	-4	20	1	-3	-1
O=C(Cc1ccccc1)NCC(=O)Nc1ccccc1Br	1	14	-13	12	-1	9	-2	-4	11
C(=N\Nc1nc(-c2ccccc2)cs1)/c1cccs1	1	-2	-18	-6	-2	-3	6	-3	10
Cc1onc(-c2c(F)cccc2Cl)c1C(=O)Nc1cccc(S(=O)(=O)N2CCOCC2)c1	20	-6	-9	-13	8	0	-8	2	14
COc1cc2c(C(=O)NC3CCCCCC3)cn(C)c(=O)c2cc1OC	1	3	-15	-8	-1	-6	-2	1	11
Cc1cc(=O)oc2cc(OCC(O)CN3CCN(c4ccccc4)CC3)ccc12 (stereo unspecified)	5	3	-3	-9	-10	3	-6	-6	14
CCC(C)(C)NC(=O)C(c1cccnc1)N(C(=O)c1csnn1)c1ccc(C)cc1 (stereo unspecified)	1	7	-8	2	3	2	4	1	0
CCN(CC(=O)Nc1ccc(S(=O)(=O)N2CCCC2)cc1)Cc1ccccc1	3	-23	45*	-4	-6	5	-6	-6	0
CCOc1ccc(S(=O)(=O)N2CCN(C(=O)CCOc3ccccc3C)CC2)cc1	5	1	-5	1	-5	3	0	-4	2
O=C(c1cc(-c2ccc(Cl)cc2)on1)N1CCCC1	0	10	-12	-24	-4	-2	2	-1	-2
COc1ccc(C(=O)N(CN2CCCC2=O)c2ccccc2OC)cc1OC	1	-3	-6	-7	-3	-1	0	-4	6
Cc1ccc(S(=O)(=O)N2CCOCC2)cc1NC(=O)CSCc1c(C)noc1C	1	6	-10	-3	1	2	-7	-2	7
Cn1c(=O)c2c(ncn2CC(=O)OCC(=O)Nc2cccc(Cl)c2)n(C)c1=O	2	6	-6	-3	3	-2	0	2	4
CCCNC(=O)C(CC)NC(=O)c1cccc([N+](=O)[O-])c1 (stereo unspecified)	0	5	-8	4	0	10	-6	-5	5
COc1cc2c(C(=O)NCCCN3CCN(c4cccc(Cl)c4)CC3)cn(C)c(=O)c2cc1OC	1	6	-8	0	-10	5	-8	-3	16
Cn1cnc2c(=O)sc3ccccc3c21	1	5	-4	15	-1	9	3	-4	2
CCOc1ccc(Oc2nc(Nc3ccc(C)cc3)nc(N(C)C)n2)nn1	0	2	-21	6	-2	-3	2	-3	8
CCc1c(C)nc(N2CCN(c3cccc(OC)c3)CC2)[nH]c1=O	2	0	-5	1	3	1	0	2	8
Brc1ccc2nc(C3CCCCC3)c(Cc3ccccc3)n2c1	0	-2	-23	-2	-5	9	-1	-8	-1
